# Screening results deposited in PubChem BioAssay by National Center for Advancing Translational Sciences (NCATS).
# IL-2 act: IL-2 activation | activation, % (series mostly up to about 46 µM) | actives 0.065% (n = 360,000) | IL-2 activation reporter assay, cell-based qHTS; stimulated with anti-CD3/CD4/CD28 beads; in transgenic mouse T cells; in the data active means activation above about 50%; inconclusive means mostly about 30% to 49%; further: 0% is about no effect
#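 Quantitative HTS in unstimulated transgenic mouse T cells, with memory T cells as non-tolerant control and PMA/ionomycin as tolerance-bypass control. Compound pretreatment lasted 60 minutes before 18 h bead stimulation; EGFP/DsRed fluorescence read.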
# Nrf2 block: inhibitors of Nrf2 signaling; A549 ARE-Fluc reporter, luciferase luminescence, 18-24 h; Potency, µM (series often up to 46 µM), for inactives: at the top dose activity change, negative = inhibition, most hits filed as inhibitors; actives 2.1% (n = 360,000); AID 504444; further: potency means the concentration at half of the fitted maximal effect; on the % scale 0 is the no-effect control and ±100 the full control effect; nearly all actives have a fitted effect of over 60% in size
#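 Cells were seeded and rested 2 h, then exposed to compounds for 18-24 h. CellTiter-Fluor was read first as a viability measure. BugLite was added 15 min before the final luminescent read of ARE-luciferase activity in A549 cells.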
# Nrf2 ARE act: activates Nrf2 signaling | AREc32 ARE-luciferase reporter (MCF7-derived line), luminescence, 24 h | Potency, µM (top dose mostly 46.1 µM), for inactives: at the top dose activation, hits mostly activators | actives 0.31% (n = 410,000) | AID 624171; further: potency means the concentration at half of the fitted maximal effect; % of control where 0% means no effect; nearly all actives have a fitted effect of over 65% in size
#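 Each well held 1000 AREc32 cells, which were incubated with compound for 24 hr at 37 deg C after overnight attachment, and ARE reporter activity was quantified by firefly luciferase luminescence.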
# ATXN viability: cell viability loss in ATXN counter-screen; S2 cells (HEK-293 line with an ATXN2-luciferase reporter) viability, CellTiter-Fluor protease fluorescence, 24 h; Potency, µM (doses to about 56.7 µM), most hits filed as cytotoxic; actives 0.49% (n = 400,000); further: potency means the concentration at half of the fitted maximal effect; nearly all actives have a fitted effect of over 40% in size
# ATXN2 expr inh: inhibitors of ATXN2 expression. HEK-293 ATXN2-luciferase reporter, luminescence, 24 h. Potency, µM (doses to about 57 µM), inactives show at the highest dose activity change, negative = inhibition, actives largely listed as inhibitors. actives 0.72% (n = 360,000). AID 1745845; further: potency means the concentration at half of the fitted maximal effect; on the % scale 0 is the no-effect control and ±100 the full control effect; nearly all actives have a fitted effect of over 55% in size
#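 qHTS (up to 57 uM final) was run with 24 h compound exposure of reporter cells at 37 °C. Each well was multiplexed: SteadyGlo luminescence measured ATXN2-luciferase expression after a fluorogenic Gly-Phe-AFC viability readout (25 uM final).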
# EPAC2 agonist: activates human EPAC2 exchange factor. EPAC2 activation, biochemical qHTS; response scale: 100% = 6.5 mM cAMP response. Potency, µM (doses to about 154 µM), for the others: at the top dose activation, usual class: activators. actives 0.079% (n = 360,000). AID 720711; further: potency means the concentration at half of the fitted maximal effect; nearly all actives have a fitted effect of over 50% in size
# Target sequence (Q8WZA2 whole entry, looked up): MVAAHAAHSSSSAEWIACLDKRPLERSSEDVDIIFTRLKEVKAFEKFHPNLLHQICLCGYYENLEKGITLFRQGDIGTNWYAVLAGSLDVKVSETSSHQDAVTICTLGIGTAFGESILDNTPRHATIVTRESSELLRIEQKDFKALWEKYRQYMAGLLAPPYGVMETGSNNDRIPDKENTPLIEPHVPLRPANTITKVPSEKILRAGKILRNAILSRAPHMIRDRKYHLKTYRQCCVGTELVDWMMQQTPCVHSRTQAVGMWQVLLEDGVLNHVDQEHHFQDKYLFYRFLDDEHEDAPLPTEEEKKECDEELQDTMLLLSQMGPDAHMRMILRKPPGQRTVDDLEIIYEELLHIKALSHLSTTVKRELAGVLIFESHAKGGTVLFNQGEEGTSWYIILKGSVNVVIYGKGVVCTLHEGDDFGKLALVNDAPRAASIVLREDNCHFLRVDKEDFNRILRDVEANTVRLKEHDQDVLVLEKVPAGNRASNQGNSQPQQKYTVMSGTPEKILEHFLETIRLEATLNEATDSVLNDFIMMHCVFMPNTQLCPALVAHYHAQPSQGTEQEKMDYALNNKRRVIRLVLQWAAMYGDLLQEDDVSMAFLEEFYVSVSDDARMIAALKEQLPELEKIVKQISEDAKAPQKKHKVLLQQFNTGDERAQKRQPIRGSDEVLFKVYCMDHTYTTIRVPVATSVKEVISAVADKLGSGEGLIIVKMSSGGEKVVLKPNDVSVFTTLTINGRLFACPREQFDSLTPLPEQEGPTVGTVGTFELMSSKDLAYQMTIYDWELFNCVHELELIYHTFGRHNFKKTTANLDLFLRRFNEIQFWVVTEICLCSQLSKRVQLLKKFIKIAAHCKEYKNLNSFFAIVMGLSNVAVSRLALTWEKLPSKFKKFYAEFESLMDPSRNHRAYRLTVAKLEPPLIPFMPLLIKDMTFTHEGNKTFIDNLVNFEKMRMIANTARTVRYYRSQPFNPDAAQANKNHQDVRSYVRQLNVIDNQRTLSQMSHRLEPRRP
#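 Setup: EPAC2 100 nM, labeled Rap1B complex 250 nM, free GDP 50 uM. Compound titrations pinned in, brief spin, 5 min room temperature incubation. Kinetic fluorescence read over 30 min, normalized to 6.5 mM cAMP.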
# TGFb inhibitor: inhibitors of TGF-b signaling; HepG2 CAGA-GFP TGF-b/SMAD3 reporter, GFP fluorescence, 18 h; TGF-beta stimulated, 500 pg/mL final; Potency, µM (series often up to 46.1 µM), inactives show top-dose activity, negative = inhibition, most hits filed as inhibitors; actives 1.2% (n = 410,000); further: potency means the concentration at half of the fitted maximal effect; on the % scale 0 is the no-effect control and ±100 the full control effect; nearly all actives have a fitted effect of over 65% in size
#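 Inhibition of TGF-beta-driven CAGA-GFP reporter expression in HEPG2 cells is measured by cellular GFP fluorescence after 18 h stimulation with 500 pg/mL recombinant TGF-beta in 1% FBS medium at 37 degrees C.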
# HepG2 viability: HepG2 cytotoxicity, counter-screen for TGF-b inhibitors; Potency, µM (highest dose often 46.1 µM), for inactives: top-dose activity change, negative = cytotoxicity, actives largely listed as cytotoxic; AID 588856; HepG2 CAGA-GFP viability, ATP luminescence, 18 h; actives 0.76% (n = 410,000); further: potency means the concentration at half of the fitted maximal effect; some results filed as inactive show a strong effect at the top dose
#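 HepG2 CAGA-GFP cells (1000/well, DMEM with 1% FBS) received compound, then TGF-beta at 500 pg/mL final, and were incubated 18 hours at 37 degrees C. Viability was read by CellTiter-Glo luminescence. Media-only wells were set as complete cell-killing and DMSO as no toxicity.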
# A549 viability: kills or reduces viability of A549 cells in Nrf2 counter-screen; Potency, µM (series often up to 46 µM), for inactives: top-dose activity change, negative = cytotoxicity, actives largely listed as inhibitors; A549 ARE-Fluc cells, CellTiter-Fluor viability, 18-24 h; actives 0.16% (n = 390,000); further: potency means the concentration at half of the fitted maximal effect; on the % scale 0 is the no-effect control and ±100 the full control effect
#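 A549 ARE_Fluc cells in 5% FBS OPTI-MEM were exposed to compounds in concentration-response for 18-24 h at 37 deg C. Viability was read by CellTiter-Fluor fluorescence (Ex 405/Em 525) after 30 min, before the luciferase read.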
# * marks the source's active call; other numbers are inactive results; i = inactive; ? = inconclusive; / = not tested or not shown; [ ] = another dose, or the depositor's remark. Unless noted, the call rests on the fitted dose curve; in most records, active means well fitted curve in the direction sought with a large enough effect; inconclusive means small, poorly fitted or top-dose-only effect, or another doubt; inactive means no such curve, though single readings can be large; an effect the other way counts as inactive or inconclusive.
SMILES,IL-2 act,Nrf2 block,Nrf2 ARE act,ATXN viability,ATXN2 expr inh,EPAC2 agonist,TGFb inhibitor,HepG2 viability,A549 viability
O=C(OCc1cccc(F)c1)c1ccc2c(=O)n3c(nc2c1)CCC3,2.5,-1%,5.2%,i,8%,-3%,-13%,-26%,-2%
O=C(CCCNS(=O)(=O)c1cccs1)N1CCc2ccccc2C1,-2.2,17%,0.1%,i,2%,2%,-3%,-19%,13%
CC(C)C(=O)Nc1ncc2c(n1)CC(c1cccs1)CC2=O (stereo not given),0.8,21%,-0.1%,i,-13%,5%,2%,-17%,4%
Nc1nc(C(=O)N2CCOCC2)nn1S(=O)(=O)c1ccc(Cl)cc1,0.4,7%,0.0%,i,2%,11%,-7%,-23%,-7%
O=C(CSc1n[nH]c(-c2ccncc2)n1)Nc1ccccc1Cl,0.6,3%,0.4%,i,-2%,-1%,-18%,5%,1%
O=Cc1cc([N+](=O)[O-])ccc1N1CCOCC1,0.7,12%,-0.6%,i,7%,4%,-7%,-14%,-2%
C/C=C/C(=O)Nc1cccc(C2=NOC3(C2)C[C@@H](C(N)=O)N(C(=O)C(c2ccccc2)c2ccccc2)C3)c1 (stereo not given in full),-0.3,-26%,4.9%,i,-14%,8%,-13%,5%,1%
COc1ccc(CCNC(=O)CCCCn2c(=O)c3ccccc3n(Cc3cccc(C)c3)c2=O)cc1OC,/,-24%,-0.8%,?,-22%,/,-15%,-12%,-17%
Cc1cccc(NC(=O)C2CCN(c3nnc(C)c4c(C)n(-c5ccccc5)nc34)CC2)c1C,/,4%,2.0%,/,/,/,27%,4%,7%
O=c1c2ccccc2c(-c2ccccc2)nn1Cc1c(Cl)cccc1Cl,1.5,?,-0.3%,i,-5%,12%,?,-38%,7%[1.84 µM]
Cc1ccc(-n2ncc(C(=O)N3CCN(c4ccccn4)CC3)c2C2CCN(C(=O)OC(C)(C)C)CC2)cc1,/,16%,0.3%,/,/,/,-14%,8%,-8%
OC(COCc1cccs1)CN1CCN(c2cccc(C(F)(F)F)c2)CC1 (stereo not given),0.5,0%,3.6%,i,0%,6%,?,-42%,-2%
CCOC(=O)c1ccc(-n2c(O)c(/C=N/NC(=O)C3COc4ccccc4O3)c3ccccc3c2=O)cc1 (stereo not given),16,-95%,-0.1%,i,-27%,-17%,8.9µM*,-42%,?
NC(=O)N1N=C2/C(=C/c3ccccc3)CCCC2C1c1ccccc1 (stereo not given),-0.4,5%,3.3%,i,-20%,8%,?,-23%,1%
Cc1cccc2nc(Cn3c(=O)n(CCC(=O)NCc4ccco4)c(=O)c4ccccc43)cc(=O)n12,0.0,?,0.0%,i,/,2%,-14%,-21%,-11%
COc1ccc2oc(=N)c(C(=O)Nc3ccc(C)cc3)cc2c1,2.2,-2%,4.6%,i,/,6%,78%[activator],0%,1%
CCCCN1C(=O)/C(=C2\SC(N3CCOCC3)=NC2=O)c2ccccc21,-0.2,12%,3.4%,i,8%,3%,0%,3%,-1%
COc1ccc(C2(CNC(=O)c3ccc(Br)o3)CCOCC2)cc1,-0.4,21%,-1.1%,?,-4%,0%[15.6 µM],18%,3%,-1%
Cc1ccc(S(=O)(=O)Nc2cccc3c2O[C@@H](CN(C)C(=O)Nc2ccc4c(c2)OCO4)[C@H](C)CN([C@@H](C)CO)C3=O)cc1,1.2,-17%,0.0%,i,-5%,7%,-15%,-7%,0%
CCSc1nnc(-c2cccs2)o1,3.5,?,2.0%,i,33%,7%,-2%,2%,0%

# Shown bar-delimited: entries from further up
Structure | IL-2 act | Nrf2 block | Nrf2 ARE act | ATXN viability | ATXN2 expr inh | EPAC2 agonist | TGFb inhibitor | HepG2 viability | A549 viability
Cc1cccc(NC(=O)C2CCN(c3nnc(C)c4c(C)n(-c5ccccc5)nc34)CC2)c1C | / | 4% | 2.0% | / | / | / | 27% | 4% | 7%
O=c1c2ccccc2c(-c2ccccc2)nn1Cc1c(Cl)cccc1Cl | 1.5 | ? | -0.3% | i | -5% | 12% | ? | -38% | 7%[1.84 µM]
Cc1ccc(-n2ncc(C(=O)N3CCN(c4ccccn4)CC3)c2C2CCN(C(=O)OC(C)(C)C)CC2)cc1 | / | 16% | 0.3% | / | / | / | -14% | 8% | -8%
OC(COCc1cccs1)CN1CCN(c2cccc(C(F)(F)F)c2)CC1 (stereo not given) | 0.5 | 0% | 3.6% | i | 0% | 6% | ? | -42% | -2%
CCOC(=O)c1ccc(-n2c(O)c(/C=N/NC(=O)C3COc4ccccc4O3)c3ccccc3c2=O)cc1 (stereo not given) | 16 | -95% | -0.1% | i | -27% | -17% | 8.9µM* | -42% | ?
NC(=O)N1N=C2/C(=C/c3ccccc3)CCCC2C1c1ccccc1 (stereo not given) | -0.4 | 5% | 3.3% | i | -20% | 8% | ? | -23% | 1%
Cc1cccc2nc(Cn3c(=O)n(CCC(=O)NCc4ccco4)c(=O)c4ccccc43)cc(=O)n12 | 0.0 | ? | 0.0% | i | / | 2% | -14% | -21% | -11%
COc1ccc2oc(=N)c(C(=O)Nc3ccc(C)cc3)cc2c1 | 2.2 | -2% | 4.6% | i | / | 6% | 78%[activator] | 0% | 1%
CCCCN1C(=O)/C(=C2\SC(N3CCOCC3)=NC2=O)c2ccccc21 | -0.2 | 12% | 3.4% | i | 8% | 3% | 0% | 3% | -1%
COc1ccc(C2(CNC(=O)c3ccc(Br)o3)CCOCC2)cc1 | -0.4 | 21% | -1.1% | ? | -4% | 0%[15.6 µM] | 18% | 3% | -1%
Cc1ccc(S(=O)(=O)Nc2cccc3c2O[C@@H](CN(C)C(=O)Nc2ccc4c(c2)OCO4)[C@H](C)CN([C@@H](C)CO)C3=O)cc1 | 1.2 | -17% | 0.0% | i | -5% | 7% | -15% | -7% | 0%
CCSc1nnc(-c2cccs2)o1 | 3.5 | ? | 2.0% | i | 33% | 7% | -2% | 2% | 0%

# Remaining list, next part.
SMILES,IL-2 act,Nrf2 block,Nrf2 ARE act,ATXN viability,ATXN2 expr inh,EPAC2 agonist,TGFb inhibitor,HepG2 viability,A549 viability
Cc1ccc(S(=O)(=O)c2nnn3c2nc(N2CCN(c4ccccn4)CC2)c2ccccc23)cc1C,0.7,5%,0.2%,i,-7%,-2%,-1%,-4%,1%
COc1ccc(S(=O)(=O)N/N=C(/C)c2ccco2)cc1,-2.0,-5%,-0.4%,i,3%,-1%,-4%,-16%,17%
COc1ccc(CC(=O)Nc2ccc(S(=O)(=O)Nc3cc(OC)nc(OC)n3)cc2)cc1,0.1,-14%,-0.4%,i,0%,9%,-1%,-8%,-1%
Cn1c(=O)c([N+](=O)[O-])c(NCc2ccc3c(c2)OCO3)c2ccccc21,-1.8,-15%,4.7%,i,0%,11%,-3%,-18%,-2%
N/C(=N\OC(=O)c1ccc(Cl)cc1[N+](=O)[O-])c1ccccn1,-0.6,?,27%,i,58%[activator],14%,-3%,-28%,?
CN(CCc1ccccc1)C(=O)c1ccc(NC(=O)Cc2ccc(NC(=O)C3CCN(C(=O)c4ccccc4)CC3)cc2)cc1,-0.3,-28%,4.7%,i,-6%,11%,1%,-13%,0%
COCCN(CCOC)C(=O)c1ccc(NS(=O)(=O)c2ccc3c(c2)OCCO3)cc1,-0.2,-12%,-0.9%,i,8%,-7%,2%,-2%,0%
CCCCN(CCCC)C(=O)c1cc(Cl)ccc1[N+](=O)[O-],-0.4,-3%,0.5%,i,-8%,5%,-7%,-15%,-4%
O=C(c1ccc(N2CCN(CCO)CC2)nc1)N1CCOCC1,1.1,4%,0.1%,i,6%,3%,-16%,0%,3%
Cc1ccnc2nc(C(=O)OCC(=O)N(Cc3ccccc3)C(C)(C)C)nn12,-0.2,5%,0.4%,i,/,9%,6%,9%,18%
CN(C)c1ccc(C2CC(=O)NC3=C2C(=O)CC(C)(C)C3)cc1 (stereo not given),-1.0,3%,-0.4%,i,3%,2%,19%,-38%,-2%
COC(CC(=O)NNC(=S)Nc1ccc(Cl)cc1)OC,-1.9,-8%,0.0%,i,7%,3%,-12%,-11%,9%
CCCCNC(=O)C1c2ccccc2OCC(=O)N1CCc1ccccc1 (stereo not given),1.7,/,-0.4%,i,14%,9%,/,/,/
COC(=O)C1(C(=O)OC)NOC2C(=O)N(N(C)c3ncc(C(F)(F)F)cc3Cl)C(=O)C21 (stereo not given),1.0,-5%,0.0%,i,2%,3%,-3%,-6%,1%
CCCn1c(=O)n(-c2cc(Cl)c(OC)cc2OC)c(=O)c2c3c(sc21)CN(C(C)=O)CC3,/,0%,13%,i,9%,/,-7%,-23%,1%
COc1ccccc1C(=O)C1CCCN(C(=O)c2cccc(Cn3cccn3)c2)C1 (stereo not given),0.6,-29%,0.0%,i,-4%,-2%,2%,-2%,0%
O=c1c(Br)c(N2CCCCC2)cnn1-c1ccccc1,-0.4,?,2.8%,?,15%,-7%,-1%,-3%,-14%
COCCNC(=O)C1CCCN(Cc2cccc(Cl)c2)CC1 (stereo not given),0.4,/,0.6%,i,8%,11%,-11%,-13%,/
CS(=O)(=O)NCCNc1ccc(Cl)cc1[N+](=O)[O-],-3.0,0%,-0.4%,i,/,2%,2%,-10%,0%
CC(Sc1nc(N)cc(N)n1)C(=O)Nc1ccc(N2CCOCC2)cc1 (stereo not given),0.2,-2%,0.0%,i,12%,-3%,4%,6%,-1%
O=C(COc1cccc(C(F)(F)F)c1)NNC(=O)c1ccc(=O)[nH]c1,3.5,5%,-0.5%,i,-5%,6%,-2%,-12%,6%

# Printed as active in TGFb inhibitor (from the list above):
SMILES	Nrf2 ARE act	TGFb inhibitor
CCOC(=O)c1ccc(-n2c(O)c(/C=N/NC(=O)C3COc4ccccc4O3)c3ccccc3c2=O)cc1 (stereo not given)	-0.1%	8.9µM*
